# GSTO1 inh – counter-screen for RBBP9 inhibitors: inhibitors of human GSTO1 | P78417 | inhibition, % at 5.96 µM | hit rate 1.1% among 300,000 | recombinant GSTO1, activity-based probe fluorescence polarization;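 active = inhibition above the campaign mean inhibition plus 3 SD, cut at about 35% in these data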;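 note: 0% = GSTO1-1 with DMSO and 100% = wells lacking GSTO1-1 enzyme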
# LYPLA1 counter – blocks human lysophospholipase 1, a PME1 counter-screen; O75608; recombinant LYPLA1, FP-Rh probe fluorescence polarization; inhibition, % at 5.9 µM; hit rate 0.16% among 320,000; AID 2174;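 active = inhibition above the mean of all tested compounds plus 3 SD, set per campaign, cut at about 14% in these data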;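 note: inhibitors block serine hydrolase probe labeling of LYPLA1 so polarization falls; 0% = enzyme with DMSO and 100% = wells lacking LYPLA1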
# PAFAH1B2 FP inh – PAFAH1B2 (human) inhibition. recombinant PAFAH1B2, FP-rhodamine activity probe, fluorescence polarization. P68402. inhibition, % at 3.39 µM. hit rate 1.2% among 340,000;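 active = inhibition above the mean of all tested compounds plus 3 SD, cut at about 24% in these data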;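 note: 0% = enzyme with DMSO and 100% = wells lacking PAFAH1B2; many of its hits are not listed in these tables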
# Target sequence (P68402 whole entry, looked up): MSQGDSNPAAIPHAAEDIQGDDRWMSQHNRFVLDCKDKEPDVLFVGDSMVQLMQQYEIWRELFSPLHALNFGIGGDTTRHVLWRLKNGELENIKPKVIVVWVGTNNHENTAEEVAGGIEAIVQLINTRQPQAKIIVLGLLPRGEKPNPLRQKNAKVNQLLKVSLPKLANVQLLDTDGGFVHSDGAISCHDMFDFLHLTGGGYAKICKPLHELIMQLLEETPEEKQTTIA
# PME-1 primary – blocks human protein phosphatase methylesterase 1 | recombinant PME-1, FP-Rh probe fluorescence polarization | inhibition, % at 5.9 µM | hit rate 0.53% among 320,000;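 active = inhibition above the campaign mean of all compounds plus 3 SD, cut at about 26% in these data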;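 note: competitive labeling of PME-1 active site by serine hydrolase directed probe; 0% = PME-1 with DMSO and 100% = wells lacking PME-1 enzyme; inhibitors block probe labeling so polarization falls and inhibition rises; many of its hits are not listed in these tables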
# Target sequence (Q9Y570 whole entry, looked up): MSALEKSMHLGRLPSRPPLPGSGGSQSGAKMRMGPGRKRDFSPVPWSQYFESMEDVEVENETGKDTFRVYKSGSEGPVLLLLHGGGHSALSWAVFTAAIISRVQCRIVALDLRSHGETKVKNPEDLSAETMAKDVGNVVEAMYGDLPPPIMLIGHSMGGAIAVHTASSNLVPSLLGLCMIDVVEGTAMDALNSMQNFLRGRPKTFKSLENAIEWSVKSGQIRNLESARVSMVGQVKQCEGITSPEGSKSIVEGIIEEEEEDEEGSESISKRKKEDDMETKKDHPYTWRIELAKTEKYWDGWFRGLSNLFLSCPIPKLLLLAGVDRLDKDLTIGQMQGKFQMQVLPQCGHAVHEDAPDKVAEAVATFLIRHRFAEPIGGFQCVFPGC
# pPAFAH FP inh – inhibitors of human plasma PAF acetylhydrolase (pPAFAH); Q13093; recombinant pPAFAH, FP-rhodamine probe fluorescence polarization; inhibition, % at 3.39 µM; hit rate 1.5% among 330,000;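 active = inhibition above the mean inhibition across the screen plus 3 SD, cut at about 25% in these data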;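 note: inhibitors block binding of the rhodamine activity-based probe so polarization drops; 0% = enzyme with DMSO and 100% = wells lacking pPAFAH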
# LYPLA2 counter – blocks human lysophospholipase 2, a PME1 counter-screen; O95372; recombinant LYPLA2, FP-Rh probe fluorescence polarization; inhibition, % at 5.9 µM; hit rate 0.38% among 320,000; AID 2177;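 active = inhibition above the screen-wide mean plus 3 SD, limit set per campaign, cut at about 26% in these data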;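 note: 0% = LYPLA2 with DMSO and 100% = wells lacking LYPLA2 enzyme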
# Target sequence (O95372 whole entry, looked up): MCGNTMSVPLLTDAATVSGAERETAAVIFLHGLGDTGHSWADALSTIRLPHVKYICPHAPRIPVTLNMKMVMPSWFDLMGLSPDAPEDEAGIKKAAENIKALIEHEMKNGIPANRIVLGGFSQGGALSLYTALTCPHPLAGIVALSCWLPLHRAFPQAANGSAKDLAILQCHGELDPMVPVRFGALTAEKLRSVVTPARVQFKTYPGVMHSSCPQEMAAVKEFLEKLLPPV
# PAFAH2 inh – PAFAH2 (human) inhibition | inhibition, % at 3.39 µM | hit rate 0.99% among 340,000 | Q99487 | AID 492956 | recombinant PAFAH2, FP-rhodamine activity probe, fluorescence polarization;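 active = inhibition above the mean over all tested compounds plus 3 SD, cut at about 30% in these data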;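 note: inhibitors block probe labeling of enzyme so polarization drops; 0% = enzyme with DMSO and 100% = wells lacking PAFAH2 protein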
# PAFAH1B3 FP inh – PAFAH1B3 (human) inhibition; hit rate 0.28% among 340,000; recombinant PAFAH1B3, FP-rhodamine probe, fluorescence polarization; inhibition, % at 3.39 µM; Q15102;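 active = inhibition above the screen-wide average of all tested compounds plus 3 SD, cut at about 25% in these data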;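 note: 0% = enzyme with DMSO only and 100% = wells lacking PAFAH1B3 protein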
# Target sequence (Q15102 whole entry, looked up): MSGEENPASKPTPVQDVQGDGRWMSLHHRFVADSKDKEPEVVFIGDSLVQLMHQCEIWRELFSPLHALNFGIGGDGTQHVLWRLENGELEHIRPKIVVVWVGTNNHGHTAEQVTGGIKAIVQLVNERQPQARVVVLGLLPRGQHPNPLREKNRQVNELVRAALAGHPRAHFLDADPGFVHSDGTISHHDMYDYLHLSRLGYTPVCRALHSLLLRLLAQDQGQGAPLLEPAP
# PAD4 FP inh – inhibitors of human PAD4; Q9UM07; recombinant PAD4, RCA probe fluorescence polarization; inhibition, % at 6.36 µM; hit rate 0.41% among 330,000; AID 485272;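 active = percent inhibition above a cutoff equal to the mean of all tested compounds plus 3 SD, cut at about 15% in these data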;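 note: 0% = PAD4 with RCA probe and DMSO and 100% = probe without PAD4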
# Active calls of the source: *; / = not tested or not shown.
no.	canonical_smiles	GSTO1 inh	LYPLA1 counter	PAFAH1B2 FP inh	PME-1 primary	pPAFAH FP inh
1	COCCn1c(=N)c(S(=O)(=O)c2ccc(F)cc2)cc2c(=O)n3ccccc3nc21	-2	-3	-1	2	-1
2	CCOC(=O)c1c(-c2ccccc2)csc1NC(=O)CSc1nc(N)cc(N)n1	-3	2	2	1	21
3	c1ccc2c(c1)oc1c(Nc3ccc4c(c3)OCCO4)ncnc12	-3	-1	7	25	13
4	O=C(NCC1CCCO1)c1ccc(NS(=O)(=O)c2ccccc2)cc1 (stereo not given)	3	-5	11	-1	-8
5	Cc1ccc(C(=O)N/C(=C\c2ccccc2)C(=O)NCc2cccnc2)cc1	8	1	6	1	6
6	C(=N\n1cnnc1)/c1cccn1-c1ccccc1	2	1	5	-2	1
7	O=C(Nc1ccc(F)c(Cl)c1)N1CCCC1	5	-1	3	-4	-2
8	COc1cc2cc(CN(Cc3cccnc3)C(=O)Nc3ccccc3)c(=O)[nH]c2cc1OC	-10	3	1	-4	4
9	COC(=O)C1=C(C(=O)OC)[C@@H]2N(C)c3ccccc3[C@@]23C[C@@H](C(=O)OC)N(C(=O)C2CCC2)C3=N1	2	-1	6	7	1
10	Clc1ccc(C2CSc3c4ncnc-4ncn32)cc1 (stereo not given)	4	3	3	2	5

no.	LYPLA2 counter	PAFAH2 inh	PAFAH1B3 FP inh	PAD4 FP inh
1	3	3	4	-2
2	3	1	2	-2
3	0	-3	4	1
4	-13	-6	12	-4
5	1	2	8	-1
6	4	-1	0	-4
7	-3	4	-4	-4
8	0	5	1	-5
9	1	5	9	-5
10	1	2	8	2

# (cont.)
no.	canonical_smiles	GSTO1 inh	LYPLA1 counter	PAFAH1B2 FP inh	PME-1 primary	pPAFAH FP inh
11	Nc1nc(NCc2cccs2)nn1-c1ccccc1	-1	1	6	-10	-2
12	O=C(COC(=O)COc1ccccc1)NCCc1ccccc1	5	-2	5	0	11
13	CN(C)/C=C(\C#N)C(=O)c1cccnc1Oc1cccc(F)c1	0	2	-3	0	6
14	O=C(CSc1nnc(Nc2ccccc2)s1)NCC1CCCO1 (stereo not given)	/	-1	8	0	3
15	CC1CCCCC1NC(=O)c1ccc(N2CCCC2=O)cc1 (stereo not given)	1	2	2	4	3
16	CC(=O)N1CC=C2C(C#N)=C(N)C(C#N)(C#N)C(C)C2C1 (stereo not given)	1	-4	0	1	5
17	CCc1nn(CC(=O)Nc2ccc(Br)c(C)c2)c(=N)s1	10	-2	3	-2	4
18	CCN(CC)S(=O)(=O)c1cccc(C(=O)NCC(c2ccccc2)N(C)C)c1 (stereo not given)	0	1	7	2	0
19	O=C(CSc1nnc(NC2CCCCC2)s1)Nc1ccc2c(c1)C(=O)c1ccccc1C2=O	10	-6	17	9	11
20	COc1ccc(C(=O)OCC(=O)c2ccc3c(c2)NC(=O)CO3)cc1OC	/	/	-1	/	1

no.	LYPLA2 counter	PAFAH2 inh	PAFAH1B3 FP inh	PAD4 FP inh
11	-1	11	7	-2
12	-2	2	-1	-4
13	5	-8	3	-1
14	-5	3	9	6
15	4	2	-5	1
16	-6	-3	4	0
17	1	-3	3	-6
18	1	6	9	-4
19	1	0	13	3
20	/	6	4	-2

# More records
no.	canonical_smiles	GSTO1 inh	LYPLA1 counter	PAFAH1B2 FP inh	PME-1 primary	pPAFAH FP inh
21	O=C(CCN1C(=O)C2C3CC(C(Br)C3Br)C2C1=O)OCC(=O)c1ccccc1 (stereo not given)	11	1	6	6	11
22	COc1ccc(NC(=O)NNS(=O)(=O)c2cc(C)ccc2C)cc1OC	-1	1	8	-9	2
23	Cc1ccccc1-n1ccnc1SCC(=O)NC1CCCC1	9	0	2	-1	2
24	Cc1ccnc(NC(=O)c2cccs2)c1	3	2	6	-4	2
25	COc1ccc(CCNC(=O)CCS(=O)(=O)c2ccc3c(c2)CCN3C(C)=O)cc1OC	2	0	2	-2	0
26	CC1(C)CC(=O)C=C(Nc2ccc(Br)cn2)C1	0	0	1	0	9
27	N#Cc1nc(Cc2cccc3ccccc23)oc1NCCCN1CCOCC1	4	3	6	2	6
28	CN(C)S(=O)(=O)c1ccc(NC(=O)N2CCOCC2)cc1	2	0	0	-5	-12
29	Cc1cc(N2C(=O)C(O)=C(C(=O)c3ccco3)C2c2cccc(Cl)c2)no1 (stereo not given)	-3	2	4	9	-2
30	COc1ccc2nc(SCc3ccccc3C)nc(C)c2c1	3	-8	-3	-5	4

no.	LYPLA2 counter	PAFAH2 inh	PAFAH1B3 FP inh	PAD4 FP inh
21	-1	-8	-4	-4
22	2	5	6	-3
23	0	0	14	-1
24	17	3	-1	-1
25	-1	0	-2	2
26	2	2	7	4
27	8	3	0	-1
28	-2	-7	-4	3
29	-1	4	4	-2
30	-2	-4	-1	-1

# Next structures follow.
no.	canonical_smiles	GSTO1 inh	LYPLA1 counter	PAFAH1B2 FP inh	PME-1 primary	pPAFAH FP inh
31	CCN(CCCNC(=O)CCCn1c(=O)[nH]c2ccccc2c1=O)c1cccc(C)c1	5	3	2	-2	4
32	O=C(Cc1ccc(Cl)cc1)NCc1ccccc1Cl	10	0	6	-12	8
33	CCOCC(=O)Nc1c(C(=O)Nc2ccccc2OC)oc2ccccc12	-1	-5	-4	-1	5
34	COc1ccc(Nc2ccc(N3C(=O)CCC3=O)cc2[N+](=O)[O-])cn1	7	4	7	6	2
35	COc1ccc(N(CC(=O)Nc2ccccc2C(N)=O)S(=O)(=O)c2ccc(C)c([N+](=O)[O-])c2)cc1	-16	-6	10	1	4
36	Cc1[nH]n(-c2ccc([N+](=O)[O-])cc2)c(=O)c1C=NCCN1CCN(C(=O)c2ccc(Br)cc2)CC1	4	2	-1	2	-1
37	O=C(CSc1ncc(-c2ccc(F)cc2)n1Cc1ccco1)Nc1ccc2c(c1)OCO2	6	1	6	4	21
38	COC(=O)c1ccc(CNC(=O)[C@@H]2CCCN2S(=O)(=O)c2ccccc2F)cc1	/	/	0	/	-4
39	O=C(COC(=O)Cc1c(F)cccc1Cl)NC(=O)c1ccccc1	3	-3	2	4	2
40	COc1ccccc1NC(=S)NC(=O)/C=C/c1ccco1	25	-4	0	6	18

no.	LYPLA2 counter	PAFAH2 inh	PAFAH1B3 FP inh	PAD4 FP inh
31	2	3	6	-5
32	0	8	2	-2
33	0	-5	3	1
34	3	4	9	-6
35	-11	9	10	-3
36	2	6	11	2
37	-2	3	-1	1
38	/	-9	7	-3
39	-1	0	8	-1
40	0	3	0	-2

# Next results
no.	canonical_smiles	GSTO1 inh	LYPLA1 counter	PAFAH1B2 FP inh	PME-1 primary	pPAFAH FP inh
41	O=C1/C(=C/c2ccccn2)SC(=S)N1Cc1ccccc1	7	-3	/	-1	-1
42	C=CCOc1ccc(CNc2nccs2)cc1OCC	11	3	4	4	-4
43	FC(F)(F)c1ccc2c(c1)NCC1CCCN21 (stereo not given)	26	-1	1	2	27*
44	CCOCCCNC(=O)C(c1ccc(OC)cc1)N(Cc1cccs1)C(=O)c1ccccn1 (stereo not given)	-4	0	1	-4	-7
45	CCCCNC(=O)Nc1nnc(-c2ccc(OCC)cc2)o1	7	-3	-1	-12	-6
46	CCc1cc2c3c(c(=O)oc2cc1O)CCCC3	-5	-1	3	12	11
47	Cn1c(N)c(C(=O)c2ccc(Cl)c(S(=O)(=O)N3CCCCCC3)c2)c(=O)n(C)c1=O	/	/	3	/	-2
48	C=CCn1c(SCC(=O)NC(=O)c2cccc([N+](=O)[O-])c2)nnc1-c1ccccc1	-2	-1	0	4	4
49	Clc1ccccc1CN(Cc1ccco1)Cc1nnnn1C1CCCC1	-6	-4	0	-1	-1
50	C=CCn1c(C)nnc1SCC(=O)Nc1nccs1	12	-2	0	3	-1

no.	LYPLA2 counter	PAFAH2 inh	PAFAH1B3 FP inh	PAD4 FP inh
41	6	/	/	0
42	6	-10	11	-5
43	9	86*	22	0
44	4	-2	4	0
45	-1	3	6	7
46	-2	8	7	-5
47	/	2	10	-2
48	4	5	3	1
49	0	10	4	-1
50	4	-21	3	0

# Further structures.
no.	canonical_smiles	GSTO1 inh	LYPLA1 counter	PAFAH1B2 FP inh	PME-1 primary	pPAFAH FP inh
51	CC(C)n1c(=O)[nH]c2cc(C(=O)Nc3ccccc3)ccc21	0	-3	3	2	-2
52	O=C(Nc1cccc(F)c1)c1ccc(S(=O)(=O)N2CCOCC2)cc1	7	0	-3	0	-4
53	Cc1cc(C)c(S(=O)(=O)N2CC=C(c3ccccc3)CC2)c(C)c1	-3	0	-1	-4	0
54	O=C(c1cc(Cl)c(=O)n(Cc2ccccc2)c1)N1CCOCC1	1	-1	4	-7	-1
55	CC(CCc1ccccc1)NC(=O)C(=O)NCCc1ccccc1 (stereo not given)	2	4	4	-5	6
56	O=C(C1CCN(c2ncnc3c2sc2cccc(F)c23)CC1)N1CCOCC1	4	1	3	-4	-1
57	COC(=O)[C@@]12CCCN1[C@H](c1ccc(-c3cccc(Cl)c3)c(OC)c1)[C@H]1C(=O)N(C)C(=O)[C@H]12	-2	-1	-3	4	9
58	O=C(Oc1ccc(-c2csnn2)cc1)c1cccs1	-7	0	1	-9	-1
59	O=C(Nc1cc([N+](=O)[O-])ccc1O)c1cccc(NC(=O)c2ccco2)c1	-33	1	6	1	16
60	CC(=O)Oc1cc2c(C(=O)NCc3ccncc3)c(C)oc2c2ccccc12	5	-1	-1	5	1

no.	LYPLA2 counter	PAFAH2 inh	PAFAH1B3 FP inh	PAD4 FP inh
51	1	9	7	-1
52	-7	-8	3	-3
53	0	3	4	3
54	-1	2	9	0
55	2	6	6	3
56	11	0	6	2
57	-3	-5	15	0
58	3	3	6	-4
59	3	7	6	-2
60	8	4	5	6

# Copied from the list:
# `CC(=O)Oc1cc2c(C(=O)NCc3ccncc3)c(C)oc2c2ccccc12` in pPAFAH FP inh: 1
# `O=C(Oc1ccc(-c2csnn2)cc1)c1cccs1` in PAFAH1B3 FP inh: 6
# `O=C(c1cc(Cl)c(=O)n(Cc2ccccc2)c1)N1CCOCC1` in LYPLA1 counter: -1
# `Cc1cc(C)c(S(=O)(=O)N2CC=C(c3ccccc3)CC2)c(C)c1` in pPAFAH FP inh: 0

# (cont.)
no.	canonical_smiles	GSTO1 inh	LYPLA1 counter	PAFAH1B2 FP inh	PME-1 primary	pPAFAH FP inh
61	O=S(=O)(Nc1ccc2c(c1)OCCO2)c1cccs1	0	0	-3	-1	-3
62	CCOc1ncccc1C(=O)OCC(=O)Nc1ccc2c(c1)OCCO2	/	0	0	-2	21
63	O=C(NC(=S)Nc1ccccc1Cl)c1cnn2c(C(F)(F)F)cc(C(F)(F)F)nc12	7	0	/	-1	1
64	Cc1nc2ccc(NC(=O)CSc3ccccc3)cc2s1	/	/	8	/	2
65	Cc1nn(CC(=O)Nc2c(C)n(C)n(-c3ccccc3)c2=O)c(C)c1[N+](=O)[O-]	0	0	7	4	1

no.	LYPLA2 counter	PAFAH2 inh	PAFAH1B3 FP inh	PAD4 FP inh
61	-3	-3	1	-1
62	1	55*	5	-4
63	3	/	/	-2
64	/	2	13	-6
65	5	2	6	-4

# Results in PME-1 primary and PAFAH1B3 FP inh (two entries from above):
cpd | mol | PME-1 primary | PAFAH1B3 FP inh
61 | O=S(=O)(Nc1ccc2c(c1)OCCO2)c1cccs1 | -1 | 1
62 | CCOc1ncccc1C(=O)OCC(=O)Nc1ccc2c(c1)OCCO2 | -2 | 5

# High-throughput results from PubChem.

# The list is partial, so the mix of outcomes need not match the whole.
